# PfM18AAP inh = PfM18AAP inhibitors, malaria aminopeptidase, primary screen, biochemical, QFRET, recombinant enzyme | M18 aspartyl aminopeptidase (Plasmodium falciparum 3D7) | H-Glu-NHMec fluorogenic cleavage | inhibition, % at 7.35 µM | 290,000 tested, 1.2% active | AID 1822, 2009;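 active = inhibition above the campaign mean inhibition over all tested compounds plus 3 SD, cut at about 28% in these data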;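 note: 0% = plate median of test compound wells and 100% = 2 mM ZnCl2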
# VIM-2 inhibitor = VIM-2 metallo-beta-lactamase inhibitors, primary screen, biochemical, epi-absorbance readout, Pseudomonas aeruginosa enzyme | purified VIM-2, nitrocefin hydrolysis, epi-absorbance fluorescence | inhibition, % at 5.6 µM | 290,000 tested, 0.89% active | AID 1527, 2009;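 active = inhibition above the mean of all tested compounds plus 3 SD, cutoff set per screening run, cut at about 7.5% in these data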;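 note: red hydrolysis product quenches plate fluorescence so inhibitors raise well fluorescence; 0% = enzyme with DMSO and 100% = DMSO without enzyme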
# NS3 helicase inh = inhibitors of HCV NS3 helicase, primary screen, biochemical, Cy5 molecular beacon fluorescence. inhibition, % at 10.9 µM. 290,000 tested, 0.56% active. Hepatitis C virus NS3 helicase. NS3 helicase DNA unwinding;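 active = inhibition above the mean of all tested compounds plus 3 SD, set per campaign, cut at about 35% in these data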;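 note: 0% = DMSO wells and 100% = thioflavine S control wells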
#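 Assay system: hepatitis C virus NS3 helicase domain fragment enzyme. Also added: annealed dual-labelled DNA beacon duplex, ATP-started. Timing: 1 h reaction at 25 °C, ATP-initiated. Technique: Cy5 fluorescence at 0 and 60 min, beacon hairpin quenching. Evaluation: % inhibition of unwinding. Replication: one well per compound.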
# MEKK2 WT-MEK5 = modulators of MEK5 binding to wildtype MEKK2, primary screen, biochemical, multiplex bead flow cytometry, Alexa488-MEK5; Mitogen-activated protein kinase kinase kinase 2 (Homo sapiens), Q9Y2U5; Alexa488-MEK5 binding to MEKK2 WT; actives lie on both sides; binding response (% of control), % at 10 µM; 290,000 tested, 1.1% active; AID 1531, 2009; in the data active = binding response below about 67% or above about 130%
# FID counter = compounds displacing fluorescent DNA intercalator, primary screen, artefact control for HCV NS3 helicase inhibitor project, biochemical, FID fluorescence | AID 1845, 2009 | inhibition, % at 7.9 µM | 290,000 tested, 0.17% active | DNA fluorescent intercalator displacement; in the data active = inhibition above about 37%;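 note: 0% = vehicle and 100% = reference compound; higher means more ethidium bromide displaced from hairpin DNA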
# UBC9 SUMO inh = inhibitors of in vitro SUMOylation cascade, primary screen, biochemical, HTRF, uHTS | SUMO-conjugating enzyme UBC9 (Homo sapiens), P63279 | HTRF SUMOylation assay, SAE1/SAE2 + UBC9 | inhibition, % at 35 µM | 290,000 tested, 0.36% active | AID 2006, 2009; in the data active = inhibition above about 50%, passing the limit was not always enough; note: strong numbers were not always called active
# Target sequence (P63279 whole entry, looked up): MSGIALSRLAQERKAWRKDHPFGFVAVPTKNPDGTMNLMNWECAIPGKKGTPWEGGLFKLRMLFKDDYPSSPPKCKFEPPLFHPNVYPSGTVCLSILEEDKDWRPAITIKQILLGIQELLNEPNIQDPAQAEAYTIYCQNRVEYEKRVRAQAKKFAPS
# IMP-1 inh = IMP-1 metallo-beta-lactamase inhibitors, primary screen, biochemical, epi-absorbance readout, Pseudomonas aeruginosa enzyme; metallo-beta-lactamase IMP-1 (Pseudomonas aeruginosa); purified IMP-1, nitrocefin hydrolysis, epi-absorbance fluorescence; inhibition, % at 5.6 µM; 290,000 tested, 0.45% active;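 active = inhibition above the mean plus 3 SD of all compounds in the same screening run, cut at about 4.5% in these data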;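 note: 0% = IMP-1 with DMSO and 100% = DMSO wells lacking enzyme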
#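 Assay system: purified IMP-1; Quantity: IMP-1 0.2 nM before substrate addition; Medium: HEPES buffer pH 7.1 with ZnSO4 and Brij 35; Incubation: 15 min enzyme–compound preincubation, then 25 min nitrocefin reaction, 25 °C; Signal: fluorescence quenching readout, ex 480/em 530 nm; Controls: DMSO with and without IMP-1; Repeats: singlicate testing.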
# MEKK2mut PB1 HTS = MEK5 binding signal on mutant MEKK2 PB1, primary screen, biochemical, multiplex bead flow cytometry, Alexa488-MEK5 | Alexa488-MEK5 binding to MEKK2 mutant | percent response, % at 10 µM | 290,000 tested, 0.35% active | AID 1530, 2009; in the data active = percent response above about 24%, passing the limit was not always enough; note: inactives centre near 1; some results filed as inactive read as strong as hits
# NALP1 yeast inh = NALP1 inflammasome inhibitors in reconstituted yeast, colorimetric, S. cerevisiae, triplicate retest; S. cerevisiae NALP1/ASC/caspase-1 growth, X-gal OD620, 72 h; inhibition, % at 10 µM; 280,000 tested, 0.61% active; in the data active = inhibition mostly above about 24%, no sharp cut-off; inactive = mostly below about 32%; note: some compounds called inactive have numbers as strong as hits
# An asterisk follows results filed as active; / = not tested or not shown; [ ] = dose if it differs, or a comment.
SMILES,PfM18AAP inh,VIM-2 inhibitor,NS3 helicase inh,MEKK2 WT-MEK5,FID counter,UBC9 SUMO inh,IMP-1 inh,MEKK2mut PB1 HTS,NALP1 yeast inh
CCCOC(=O)Cc1n[nH]c(=O)[nH]c1=O,2,1.0,-8,104,-3,6,-2.4,4,36
COc1ccc(CNC(=O)/C=C/c2ccc(S(=O)(=O)NCc3ccco3)cc2)cc1OC,-1,-1.3,9,92,-26,7,-1.6,-4,16
COc1ccc(C2C(C#N)=C(N)OC3=C2C(=O)CC(C)(C)C3)cc1Cn1nc(C)c([N+](=O)[O-])c1C (stereo not drawn),-1,-4.1,16,116,-36,-4,1.2,17,/
O=C(C1COc2ccccc2O1)N1CCN(c2ccccc2F)CC1 (stereo not drawn),-4,-1.0,4,98,-5,-5,-3.0,1,4
CC(C)CC(=O)Nc1nnc(S(=O)(=O)Nc2ccccc2)s1,-2,-3.3,7,107,-4,0,-1.6,2,5
Cn1c(=O)c2c3c(sc2n2c(SCC(N)=O)nnc12)CC(C(C)(C)C)CC3 (stereo not drawn),-4,-1.2,3,81,-17,17,-6.0,-7,13
CCC(=O)N1CCN(c2ccc(NC(=O)c3cc4ccccc4o3)cc2)CC1,11,0.1,11,103,-37,-12,0.0,7,-6
Cc1nn2c(NCc3ccccn3)cc(C(C)(C)C)nc2c1-c1ccccc1,-3,-2.5,-8,87,-3,12,-1.8,-3,/
Nc1ccccc1Oc1ccc2ccccc2c1,-6,-2.2,2,94,-6,10,-3.3,-2,-21
COCCNCC(=O)C12CC3CC(CC(C3)C1)C2,0,-0.4,1,100,10,9,0.5,-1,15
Cc1cc(C)nc(NC(=O)NC(=O)c2ccccc2)n1,0,4.8,1,103,-9,7,-0.8,3,11
Nc1ccc(S(=O)(=O)c2cccc(N)c2)cc1,0,-4.4,3,105,1,-12,-3.2,6,30
CC1=C(C(=O)OCc2ccccc2)C(c2ccc(Cl)cc2Cl)NC(=O)N1CCCC(=O)O (stereo not drawn),3,-1.8,4,95,-5,15,-2.1,5,32
Nc1ccc(C(=O)OCc2nc3ccccc3[nH]2)cc1,-7,-2.2,4,107,0,5,-0.1,1,-39
O=C(CCC1CCCN(C(=O)c2cc(C3CC3)[nH]n2)C1)N1CCN(c2ccccn2)CC1 (stereo not drawn),-4,-1.1,-2,90,-33,-7,-1.4,-10,5
CCC1(C)Cc2c(sc3nc(SCC(=O)c4ccccc4)[nH]c(=O)c23)CO1 (stereo not drawn),-4,-2.2,-2,97,-24,18,-2.6,4,-36
COc1ccc2nc3oc(C(=O)N4CCC(C(N)=O)CC4)cc3cc2c1,2,-0.9,-15,97,-11,25,-0.7,-3,14
CCOc1ccc(NC(=O)CN2C(=O)COc3ccc(Cl)cc32)cc1,-8,-3.2,-17,102,-5,10,-1.1,1,-9
COC(=O)c1[nH]c2cccc(C)c2c1NC(=O)CN1CCCc2ccccc21,3,0.6,-28,18*[inhibitor],-16,18,-1.4,19,15
CC(=O)C1=C(c2cccc([N+](=O)[O-])c2)N(C(C)=O)n2c(C)nnc2S1,24,-2.8,-4,99,7,-46,-4.1,0,-16
CCn1c(=O)c2cc(C(=O)NCCCOC)sc2c2ccccc21,3,9.0*,-13,107,-26,-8,-1.7,2,27
Cc1c(Br)c(=O)[nH]c(=O)n1COCc1ccccc1,-2,-1.2,-1,95,0,-8,-2.2,-5,-9
CCn1ncc(CNC(=O)c2cccc([N+](=O)[O-])c2)c1C,10,-2.1,0,107,6,-3,1.0,10,25
Cc1cc(C(=O)N/N=C/c2ccco2)c2ccccc2n1,1,-4.3,5,107,0,10,-3.6,3,17
Cc1cc(C)n(CC(C)NC(=O)c2cc(COc3c(F)cccc3F)on2)n1 (stereo not drawn),-16,-2.0,4,105,-24,-1,-0.9,7,-12

# Full records, quoted from the list:
# Nc1ccc(S(=O)(=O)c2cccc(N)c2)cc1 across the screens: PfM18AAP inh = 0; VIM-2 inhibitor = -4.4; NS3 helicase inh = 3; MEKK2 WT-MEK5 = 105; FID counter = 1; UBC9 SUMO inh = -12; IMP-1 inh = -3.2; MEKK2mut PB1 HTS = 6; NALP1 yeast inh = 30
# Cn1c(=O)c2c3c(sc2n2c(SCC(N)=O)nnc12)CC(C(C)(C)C)CC3 (stereo not drawn) across the screens: PfM18AAP inh = -4; VIM-2 inhibitor = -1.2; NS3 helicase inh = 3; MEKK2 WT-MEK5 = 81; FID counter = -17; UBC9 SUMO inh = 17; IMP-1 inh = -6.0; MEKK2mut PB1 HTS = -7; NALP1 yeast inh = 13

# Other records follow.
SMILES,PfM18AAP inh,VIM-2 inhibitor,NS3 helicase inh,MEKK2 WT-MEK5,FID counter,UBC9 SUMO inh,IMP-1 inh,MEKK2mut PB1 HTS,NALP1 yeast inh
CCS(=O)(=O)N1CCCC(C(=O)NCc2ccccc2Cl)C1 (stereo not drawn),2,-3.3,2,93,-3,3,-2.9,-3,2
C=CCOc1ccc(/C=C2\SC(=S)N(N3CCOCC3)C2=O)cc1,2,-1.2,-6,97,-3,19,-1.7,1,-3
COc1ccccc1N1CCN(c2nc(C)nc3c2oc2ccccc23)CC1,7,2.0,-19,101,-9,-10,-1.6,4,2
O=C(NCc1ccncc1)C1CCN(S(=O)(=O)c2cc(Cl)ccc2Cl)CC1,-2,-1.8,-2,104,-12,4,-2.0,1,25
CCCCc1nnc(SCC(=O)Nc2nccs2)n1C,5,-3.5,11,102,-9,5,-2.7,1,7
O=C(Nc1nnc(S(=O)(=O)Cc2ccc(F)cc2)s1)c1ccccc1F,-12,0.7,1,101,-22,8,-0.2,-1,23
O=C(Nc1ccc(F)cc1)Nc1ccc(N2CCCC2)c(S(=O)(=O)Nc2ccccc2Cl)c1,-12,2.5,-9,49,15,-1,0.3,50,27
CCOc1ccc2nc(SCC(=O)c3ccccc3)sc2c1,7,-2.7,-4,90,-9,-7,-4.4,1,-7
COc1ccccc1N1CCN(C(=O)Cn2nnc(-c3ccncc3)n2)CC1,-3,-0.2,3,109,-15,9,-1.9,6,19
CCOC(=O)c1cc2c(nc1N)CCCC2,-10,0.1,18,81,-1,33,-1.2,-16,10
CCOC(=O)NC(NC(=O)OCC)C(=O)c1ccccc1,-11,1.2,3,103,0,15,-1.4,-4,19
Cc1c(NS(=O)(=O)c2ccc3c(c2)n(C)c(=O)n3C)c(=O)n(-c2ccccc2)n1C,2,-1.0,0,98,0,15,-3.5,2,8
O=c1[nH]ncc(N/N=C\c2cccs2)c1Cl,-7,0.5,-3,90,-2,17,-1.3,-8,8
CN(C)S(=O)(=O)c1ccc(-c2ccccc2)cc1,5,-1.4,12,99,-1,-1,-6.9,-2,-22
N#CCC(=O)N/N=C/c1cn(Cc2ccc3ccccc3c2)c2ccccc12,20,-2.3,-7,97,-3,35,-2.9,-10,-10
COc1ccccc1CN1CC(C(=O)NCCN2CCOC2=O)CCC1=O (stereo not drawn),1,-2.2,3,103,-14,5,-3.8,4,-2
CCCCC#Cc1cncc(C(=O)N/N=C/c2ccccc2)c1,5,-4.4,4,102,-11,7,-2.3,7,1
COC(=O)NCC(c1ccc2c(c1)OCO2)N1CCN(c2ccccc2)CC1 (stereo not drawn),2,-1.7,4,114,-22,15,-2.4,9,1
Cc1c(-n2c(O)c(C3=c4ccccc4=NC3=O)sc2=O)c(=O)n(-c2ccccc2)n1C,11,0.2,7,98,-3,14,-4.3,-3,1
N#Cc1cccc(NC(=O)Cc2ccccc2)c1,-14,-4.1,17,113,0,4,-3.6,0,0
COc1ccc(Cl)cc1C(=O)NNC(=O)CCNC(C)=O,-8,-2.5,8,97,2,7,-2.4,-2,-15
Fc1ccc(-c2ccnc(=S)[nH]2)cc1,13,-2.6,1,95,1,33,-2.8,-5,12
O=C(NC1CCOC1)c1cc(COc2cccc(C(F)(F)F)c2)on1 (stereo not drawn),-3,-3.1,-5,99,-23,11,-3.3,4,-8
Cc1c(Cl)cccc1NC(=S)N(Cc1ccccc1)Cc1cccnc1,2,-3.3,13,101,-13,-13,-3.0,1,10
Cc1ccc(S(=O)OCC(=O)Nc2cc(Cl)ccc2N2CCOCC2)cc1 (stereo not drawn),0,-1.0,3,97,-9,-5,-2.8,0,8
# (cont.)
SMILES,PfM18AAP inh,VIM-2 inhibitor,NS3 helicase inh,MEKK2 WT-MEK5,FID counter,UBC9 SUMO inh,IMP-1 inh,MEKK2mut PB1 HTS,NALP1 yeast inh
CC(C)c1cc(=O)n2[nH]c(SCc3ccccc3Cl)nc2n1,3,-2.2,21,99,-9,-3,-1.2,-2,13
CCOC(=O)N1CCN(c2nc(=S)n(-c3ccccc3)c(C)c2C(C)=O)CC1,-7,-1.8,-4,101,-7,2,-3.0,4,3
CCNC(=S)N(CCO)Cc1cc2cc3c(cc2[nH]c1=O)OCO3,-6,-1.5,-4,106,-4,16,-3.2,3,13
CCc1cccc(CC)c1NC(=O)CSc1nnc(CCC(=O)O)c(=O)[nH]1,9,-1.3,-2,101,11,3,-2.5,-2,5
COc1ccc(-c2cc(=O)c3cc(OC)c(OC)cc3[nH]2)cc1,2,-1.3,1,96,-2,13,-0.1,6,13
CC(C)Oc1ccc(Br)cc1/C=N\NC(N)=S,0,-2.7,-13,99,-4,0,-1.1,-2,14
Cc1ccc2c(c1)N(S(=O)(=O)c1cc(-c3cc(C)no3)ccc1C)CCO2,-4,-0.4,-13,96,-27,7,-2.1,1,5
O=C1CCCCC1Sc1nnc(-c2ccc3c(c2)OCO3)o1 (stereo not drawn),-1,-4.1,-1,106,-15,20,-4.2,5,-10
CCOC(=O)C1(Cc2cccc(Cl)c2)CCCN(C(=O)c2occc2C)C1 (stereo not drawn),1,-4.0,-2,105,-46,0,-1.2,1,11
Cc1cccc(NC(=O)Cn2c(O)c(N=NC(=O)c3ccncc3)c3ccccc32)c1,0,-2.5,-9,93,6,18,-1.7,-6,8
Cc1ccc(O)c(-c2cc(-c3cccc(F)c3)n[nH]2)c1,-3,-3.1,2,107,-7,-20,-4.2,2,10
NC(=O)COc1ccc(C2c3c(oc4ccccc4c3=O)C(=O)N2CC2CCCO2)cc1 (stereo not drawn),-15,1.9,-1,102,-7,1,1.0,1,12
C/C(=N\OC(=O)c1ccc(Cl)cc1)c1nccs1,5,-11,1,96,-3,0,-2.8,-4,3
NC(=O)CC[C@@H]1NC(=O)[C@@H]2CCCN2C(=O)c2cc([N+](=O)[O-])cc(I)c2NCCC[C@@H](C(=O)NC(CC(=O)O)C(N)=O)NC1=O (stereo partly drawn),0,-2.7,8,102,-30,9,-3.2,5,34
COc1ccc(N2CCN(C(=O)CN(C3CCCCC3)S(C)(=O)=O)CC2)cc1,6,-2.4,-1,97,-19,16,-1.7,-8,8
